# Bioassay records: PubChem, several laboratories
# E coli growth: counter-screen for AddAB inhibitors: E. coli growth inhibition; E. coli V3065 growth, OD600 absorbance, 18 h; inhibition, % at 11.9 µM; hit rate 0.27% among 330,000;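 active = inhibition above the campaign's mean inhibition across all tested compounds plus 3 SD, cut at about 9.9% in these data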;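 also: uninfected addAB+ strain grown without phage in ampicillin broth; 0% = DMSO wells and 100% = ciprofloxacin 0.95 µg/ml wells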
# PKA-R1A act: activators of PKA-R1A complex. P00514+P68181. PKA-R1A dissociation, Cy5-IP20 fluorescence polarization; scaled: DMSO 0%, 113 µM cGMP 100%. activation, % at 11.4 µM. hit rate 0.083% among 340,000. AID 504707;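 active = percent activation above the mean of all tested compounds plus 3 SD, cut at about 19% in these data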;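 also: higher means more PKAc released from R1A so a rise in polarization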
# SUMO Mot1 rescue: blocks SUMOylation pathway, rescuing yeast Mot1-301 growth; S. cerevisiae Mot1-301 growth rescue, ATP luminescence, 38.5C; percent above DMSO median, 100 means doubled; growth rescue, % at 18.8 µM; hit rate 1% among 320,000; AID 2716;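 active = every valid replicate shows activation above 250% relative to neutral control wells; inactive = the rest, any valid replicate at or below 250%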;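 also: OY570 slx delta 5 strain wells were the positive control but not used for scaling; some compounds called inactive have numbers as strong as hits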
# phage Ecoli inh: E. coli growth loss with phage present; growth absorbance; inhibition, % at 11.9 µM; hit rate 0.26% among 360,000; AID 651602; in the data active = inhibition above about 11%
# MOR-DOR inv ag: inverse agonists of human mu-delta opioid receptor heterodimerization | cell-based MOR-DOR heterodimer luminescence, inverse agonism | inhibition, % at 9.3 µM | hit rate 0.21% among 340,000; in the data active = inhibition above about 22%, passing the limit was not always enough;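 also: 0% = cells with DMSO and 100% = wells without cells with DMSO; values of inactives mirror those of a sister screen read the other way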
# Target sequence (P35372 whole entry, looked up): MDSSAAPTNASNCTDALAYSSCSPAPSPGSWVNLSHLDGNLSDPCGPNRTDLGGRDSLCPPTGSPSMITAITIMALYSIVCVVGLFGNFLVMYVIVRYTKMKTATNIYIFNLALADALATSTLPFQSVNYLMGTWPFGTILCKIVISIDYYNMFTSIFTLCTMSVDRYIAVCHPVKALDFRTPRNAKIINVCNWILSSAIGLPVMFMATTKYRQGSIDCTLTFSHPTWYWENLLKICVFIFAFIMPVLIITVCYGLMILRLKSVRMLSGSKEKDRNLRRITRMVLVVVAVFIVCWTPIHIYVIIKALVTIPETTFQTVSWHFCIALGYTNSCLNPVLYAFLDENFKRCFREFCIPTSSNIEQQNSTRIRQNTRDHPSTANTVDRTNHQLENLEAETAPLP
# Target sequence (P41143 whole entry, looked up): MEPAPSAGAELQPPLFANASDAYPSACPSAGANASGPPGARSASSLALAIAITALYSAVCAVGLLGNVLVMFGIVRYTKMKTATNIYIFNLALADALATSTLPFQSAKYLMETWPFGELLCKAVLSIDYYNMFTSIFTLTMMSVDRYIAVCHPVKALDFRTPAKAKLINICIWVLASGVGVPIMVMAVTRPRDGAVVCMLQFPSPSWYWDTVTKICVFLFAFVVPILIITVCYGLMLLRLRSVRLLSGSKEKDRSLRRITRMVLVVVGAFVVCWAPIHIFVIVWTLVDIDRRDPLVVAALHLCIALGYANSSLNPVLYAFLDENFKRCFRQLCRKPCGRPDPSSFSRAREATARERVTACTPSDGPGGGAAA
# PfHsp90 set2: reduces growth (ATP signal) of yeast expressing P. falciparum Hsp90; S. cerevisiae expressing PfHsp90, BacTiter-Glo ATP, 48 h; yeast lacking PDR1 and PDR3 efflux regulators; hit rate 0.32% among 310,000; inhibition, % at 9.4 µM; AID 504621;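 active = every replicate shows inhibition above about 80%, whatever the replicate mean, limit read from the data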;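 also: 0% = DMSO neutral controls and 100% = 20 µM radicicol positive controls; yeast relying on Plasmodium falciparum Hsp90 in place of its own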
# AddAB inh: less growth of phage-infected E. coli with AddAB; E. coli expressing H. pylori AddAB, absorbance growth; inhibition, % at 11.9 µM; hit rate 0.29% among 330,000; AID 435030; in the data active = inhibition above about 12%;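 also: 0% = vehicle wells of infected cells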
# OPRM1-OPRD1 ag: OPRM1-OPRD1 heterodimerization agonism. P35372+P41143. activation, % at 9.3 µM. AID 504326. cells, luminescence. hit rate 0.3% among 340,000; in the data active = activation above about 18%;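 also: 0% = vehicle-treated cells and 100% = reference agonist; values of inactives mirror those of a sister screen read the other way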
# Arrestin-AP2 inh: blocks beta-arrestin peptide binding to AP2 adaptin; FITC-arrestin peptide / GST-AP2 beads, flow cytometry; AP2 beta2 appendage carries R879A mutation; inhibition, % at 10 µM; hit rate 0.31% among 340,000; AID 504490;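 active = inhibition above a set limit, near 3 SD of compounds lacking own fluorescence, cut at about 54% in these data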;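 also: plate controls were DMSO wells for no effect and 5 µM unlabelled arrestin peptide for full effect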
#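 system = GST-tagged AP2 beta2-adaptin appendage (R879A) on 4 µm glutathione beads | reagent = FITC-labelled arrestin peptide probe, 50 nM final | schedule = compound with beads 12 min RT, then probe 1 h RT | signal = HyperCyt-sampled flow cytometry, FL1 channel, ex 488/em 535 nm | read-out = percent response from loss of bead-bound FITC fluorescence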
# DSG3 Ab inh: blocks pemphigus antibody binding to human desmoglein-3; P32926; DSG3-coupled beads, scFv-anti-DSG3-GFP binding, flow cytometry; stronger effect = lower value; binding (percent of control), % at 10 µM; hit rate 0.48% among 310,000;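 active = binding more than 3 SD below its plate's average and above zero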; also: some compounds called inactive have numbers as strong as hits
# Tat export inh: inhibitors of E. coli Tat protein transport; E. coli MC4100 TorA-mCherry Tat export, fluorescence; inhibition, % at 10 µM; hit rate 0.036% among 340,000;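 active = mean replicate inhibition at least 50% and at least half of replicates individually reaching 50%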;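 also: exported cargo escapes ClpAP degradation while cytoplasmic cargo is degraded and loses fluorescence; 0% = median of neutral control wells and 100% = median of NaSCN control wells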
# * = called active by the depositor; x = no result given.
SMILES,E coli growth,PKA-R1A act,SUMO Mot1 rescue,phage Ecoli inh,MOR-DOR inv ag,PfHsp90 set2,AddAB inh,OPRM1-OPRD1 ag,Arrestin-AP2 inh,DSG3 Ab inh,Tat export inh
O=C(NCCOc1ccccc1Cl)C(=O)Nc1ccccc1,-0.9,2,2,2.2,-4,0,3.5,0.7,3,97,0
C=CCC(=O)N1CCCC(CNC(=O)c2ccc(-c3ccccc3)cc2)C1 (centres undefined),-0.4,5,14,2.9,-8,-20,0.3,1.6,11,83,-4
CCCn1c(NC(=O)CN2C(=O)NC3(CCCC3)C2=O)nc2ccccc21,0.2,-7,4,4.2,6,x,-2.2,-0.9,-3,109,24
COc1ccc(C(CNC(=O)c2ccc(Cl)c(S(=O)(=O)N3CCCC3)c2)N2CCCC2)cc1 (centres undefined),0.7,-13,3,0.0,13,-13,0.6,-2.4,23,140,-3
COc1ccc([C@H]2CC(=O)C=C(c3ccc(C(F)(F)F)c(C(F)(F)F)c3)C2)cc1OC,-1.6,-11,0,4.3,-11,-13,1.6,1.9,-2,97,-5
CSCC(C)N1CCC(Oc2cccc(C(=O)NCc3ccccn3)c2)CC1 (centres undefined),1.4,-1,5,1.3,15,18,2.1,-2.7,-5,115,4
CCOC(=O)C1CCN(Cc2ccc(F)c(F)c2)CC1,0.2,-11,3,2.2,-10,x,0.4,1.7,6,96,-5
CC(Sc1nnnn1-c1cccc(F)c1)C(=O)NC1CCCC1 (centres undefined),1.2,4,-10,4.8,1,-18,2.9,-0.1,3,104,4
COc1ccc(NC(=O)CCN2CCCC2)c(OC)c1,-0.4,0,-2,-0.1,-5,-37,0.8,0.9,4,104,2
O=C(Nc1ccc(Cl)cc1)N1N=CCC1c1ccccc1 (centres undefined),2.7,x,9,0.7,x,x,5.2,x,-7,104,x
CC(=O)OCC(=O)C1(O)CCC2C3CC(F)C4=CC(=O)CCC4(C)C3C(O)CC21C (centres undefined),x,1,x,2.4,10,-32,x,-1.9,2,96,-21
CCN1CCN(c2nc(C)c3c(n2)CC(C)CC3=O)CC1 (centres undefined),-0.1,0,-4,0.3,6,-28,2.5,-1.2,12,101,-6
CC1CCCC(C)N1CC(O)COC1CCC(C(C)(C)C)CC1 (centres undefined),1.7,-11,97,3.9,-7,15,5.8,1.3,-8,111,-6
CC1Cc2ccccc2N1CC(=O)Nc1ccc(S(=O)(=O)N(C)C)cc1 (centres undefined),1.3,-3,-19,3.2,7,-16,1.5,-1.3,29,85,-2
COc1ccc(N2CCN(C3CCCN(Cc4cccc(OC)c4)C3)CC2)cc1 (centres undefined),2.3,-9,667*,0.8,8,-5,1.4,-1.6,25,106,1
CCN(CC(=O)Nc1ccccc1C(F)(F)F)C(=O)c1ccccc1Sc1ccccc1C#N,0.3,0,-6,1.1,2,x,3.4,-0.4,-6,102,-1
COC(=O)Cc1[nH]c(=O)[nH]c1C(=O)OC,2.5,10,56,2.8,0,-14,0.3,0.1,-5,98,-2
CN(C)CCNC(NC(=O)c1cccs1)C(Cl)(Cl)Cl (centres undefined),0.3,-3,-19,3.2,13,17,-0.3,-2.4,8,116,-7
CCOC(=O)c1c(NC(=O)c2ccc(Cl)s2)sc(C)c1C,0.1,0,-5,2.6,16,-3,3.6,-3.2,-4,108,5
Cc1ccc(S(=O)(=O)N(C)C)cc1NC(=O)CCc1c[nH]c2ccccc12,1.4,-11,-8,2.8,13,7,0.1,-2.4,-26,100,-8

# Filtered by structure, the entries above containing a thiophene ring, fused or not.
SMILES,E coli growth,PKA-R1A act,SUMO Mot1 rescue,phage Ecoli inh,MOR-DOR inv ag,PfHsp90 set2,AddAB inh,OPRM1-OPRD1 ag,Arrestin-AP2 inh,DSG3 Ab inh,Tat export inh
CN(C)CCNC(NC(=O)c1cccs1)C(Cl)(Cl)Cl (centres undefined),0.3,-3,-19,3.2,13,17,-0.3,-2.4,8,116,-7
CCOC(=O)c1c(NC(=O)c2ccc(Cl)s2)sc(C)c1C,0.1,0,-5,2.6,16,-3,3.6,-3.2,-4,108,5

# Later entries:
SMILES,E coli growth,PKA-R1A act,SUMO Mot1 rescue,phage Ecoli inh,MOR-DOR inv ag,PfHsp90 set2,AddAB inh,OPRM1-OPRD1 ag,Arrestin-AP2 inh,DSG3 Ab inh,Tat export inh
Cc1ccc(C)c(NC(=O)c2ccccc2O)c1,0.9,-11,70,5.4,23,-19,2.9,-5.6,22,106,-7
Cc1cccc(Oc2ccc(NC(=O)c3ccccc3C(=O)O)cc2)c1,-2.2,-13,116,1.3,16,6,-1.1,-3.0,3,89,-1
O=C(Nc1nnc2n1CCS2)c1ccc(Br)o1,-1.8,-7,-7,1.6,10,-8,-0.1,-1.9,23,94,-4
CCCCn1c(N)c(N(CCOC)C(=O)c2cccc(S(=O)(=O)N3CCCCC3)c2)c(=O)[nH]c1=O,3.2,-1,-5,-1.6,10,x,0.8,-1.5,3,95,-2
CCC(NC(=O)C1CCCC1)c1ccc(C)cc1 (centres undefined),-2.1,0,-2,4.8,6,-30,1.3,-1.4,6,75,7
COc1cc(C=O)ccc1OCCOCCOc1ccc(Cl)cc1,2.6,-9,98,0.2,11,-8,6.6,-2.6,0,x,-5
C=CCOC(=O)N1CCC2CC1c1cc(-c3ccc(OC)cc3)ccc12 (centres undefined),x,8,x,2.4,-23,-3,x,5.0,18,97,11
Cc1cc(C)n(-c2ccc(C(=O)NCC(=O)Nc3cc(Cl)ccc3Cl)cc2)n1,0.0,-10,8,2.2,17,-3,1.9,-4.5,-5,x,0
COc1ccccc1NC(=O)C(C)OC(=O)c1nc2nc(C)cc(C)n2n1 (centres undefined),1.8,-5,-7,4.3,5,11,0.9,-0.7,-1,102,-2
N#Cc1c(SCC(=O)Nc2ccccc2)nsc1SCC(=O)Nc1ccccc1,-1.6,1,-6,4.1,13,8,4.4,-1.8,109*,67*,-6
COc1ccc(C2C(C(C)=O)=C(C)N=c3s/c(=C\c4cc(C)n(C)c4C)c(=O)n32)c(OC)c1 (centres undefined),-0.7,-4,-1,1.3,2,x,1.4,-0.5,13,121,12
O=C(Nc1nccs1)c1ccc(Br)s1,-2.8,-2,162,-1.7,16,-7,-4.9,-3.1,-15,103,-1
Cc1cccc(OCCCC(=O)Nc2ccc(N3CCCCC3)cc2)c1C,0.5,1,9,0.6,-5,-4,0.8,0.9,-3,98,-1
COc1ccc(-c2cc(C3CCNCC3)[nH]n2)cc1,1.3,1,734,-0.6,1,13,-0.2,-0.3,8,102,1
COc1cccc2cc(C(=O)N3CC(C)OC(C)C3)c(=O)oc12 (centres undefined),0.4,0,-10,-2.2,4,5,2.0,-0.8,11,112,0
O=C(O)c1cc2c(ccc3ccccc32)[nH]1,-0.1,3,-4,3.0,8,2,-0.4,-1.6,14,101,-5
CN(CCc1ccccc1)C(=O)c1ccc(NC(=O)Cc2cccc([N+](=O)[O-])c2)cc1,-0.1,-15,18,0.2,10,-30,1.6,-1.7,22,101,-18
CSc1ncccc1C(=O)N(C)CC(=O)Nc1ccc(Cl)c(C(F)(F)F)c1,-0.2,-20,-27,3.1,-10,1,-0.8,1.9,-8,102,5
N#CC1=C(O)C(c2ccccc2)n2c1nc(=O)c1ccccc12 (centres undefined),1.8,-10,-4,2.9,10,-6,-0.8,-2.0,-75,112,1
CC(C)CCOc1ccc(C(=O)NCC(c2ccco2)N(C)C)cc1 (centres undefined),-1.1,5,124,0.3,-16,0,2.7,2.5,15,x,1
O=C(COC(=O)c1cccc(F)c1)NCCC1=CCCCC1,-0.5,0,2,2.2,2,-2,0.3,-0.4,-1,114,13
Cc1sc(NC(=O)CCCC(=O)O)c(C#N)c1C,-1.9,4,-2,1.1,7,13,-1.3,-1.4,6,97,-6
CCN(CC(=O)Nc1ccc(NC(C)=O)cc1)C(=O)COc1ccc2ccccc2c1,-3.6,-2,-4,2.1,-2,5,-2.2,0.3,2,96,-2
N#C/C(=C\c1ccc[nH]1)S(=O)(=O)c1ccccc1,2.3,10,-15,x,-1,x,2.8,0.1,19,127,-8
Cc1ccc(C2NC(=S)NC3=C2N2CCC3CC2)cc1 (centres undefined),-0.7,-8,230,3.4,-2,-12,-0.2,0.4,10,111,3
Cc1ccc(OCC(=O)NCCNC(=O)c2ccccn2)cc1,0.3,9,-14,0.8,-3,6,1.3,0.4,16,98,-1
CC(C)(C)c1ccc(C(=O)NNC(=O)CCC(=O)Nc2ccccc2)cc1,-0.6,0,5,1.4,-1,-21,-1.5,0.3,26,103,0
O=C(Nc1nnc(CCc2ccccc2)s1)c1cccs1,-0.8,-3,x,2.0,-13,-17,-0.3,2.4,-5,99,6
O=C(N1CCCCCC1)N1CCN(C(=O)N2CCCCC2)CC1,0.2,1,190,2.9,20,4,0.2,-4.8,-7,104,-3
O=C(Cc1cccc2ccccc12)Nc1nc(-c2cccc([N+](=O)[O-])c2)cs1,-1.4,-10,11,2.6,-5,-19,2.2,1.1,13,107,4
O=C(CSc1nnc(Cc2cccs2)n1Cc1ccco1)Nc1ccc(Cl)cc1Cl,1.6,2,3,3.1,3,15,5.0,-0.8,6,98,1
O=C(O)c1ccc2c(=O)n3c(nc2c1)/C(=C/c1ccccc1Br)CC3,-1.1,4,169,0.0,-1,6,3.4,0.2,-6,100,-1
CCNCc1cc(Cl)cc(OC)c1OC(C)C,1.2,-7,13,4.5,3,-16,5.4,-0.5,-5,102,-1
S=C(NCCc1ccc(Cl)cc1)Nc1ccc(Cl)cc1Cl,4.5,-14,27,10,0,17,7.6,-0.1,-18,106,9
c1ccc2c(c1)CCN(c1ncnc3nc[nH]c13)C2,0.8,1,245,-0.3,-5,5,1.4,0.9,1,103,-4
Fc1ccc(CCNC(=S)Nc2ccc(F)c(Cl)c2)cc1,9.7,8,18,11,-52,0,9.4,10.0,35,100,-8
CCc1nnc(NC(=O)C2CC(=O)N(c3ccc(C)cc3)C2)s1 (centres undefined),0.2,7,4,1.7,15,x,2.4,-3.4,6,111,3
CCOC(=O)c1cc2c(N)c(C(=O)c3ccc(Br)cc3)sc2[nH]c1=O,2.5,2,-1,2.4,4,1,0.9,-0.8,0,90,-8
O=C(Cc1ccc(Cl)cc1)NCCN1CCCC1,1.4,-16,-14,2.5,-5,-1,0.3,0.9,5,114,5
Cc1cc(C)cc(NC(=O)Cn2nnc(C(=O)NCc3cccs3)c2N)c1,-2.4,2,-8,0.2,-58,-6,1.2,11,25,104,-5
CCN1CCN(c2ccc(S(=O)(=O)N3CCOCC3)cc2NC(=O)c2ccc(F)cc2Cl)CC1,0.9,-1,-6,5.4,0,-9,2.1,0.0,-8,98,-4
Cc1cc(C)cc(NC(=O)CSc2ccc(-c3ccccn3)nn2)c1,6.5,2,-3,7.4,-11,-7,3.8,2.0,1,103,5
